# NR3A LBD binder: binders of NR3A ligand-binding domain, primary screen, biophysical, differential scanning fluorimetry, uHTS | Glutamate receptor ionotropic, NMDA 3A (GRIN3A) ligand-binding domain | Tm shift relative to glycine control, % at 25 µM | 340,000 tested, 2.5% active | AID 1259313, 2017 | NR3A LBD differential scanning fluorimetry, Tm shift; 0% = protein alone, 100% = glycine-bound protein;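 active means melting temperature shift of at least 10% of the positive control shift, at one fixed dose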
# APJ ag: agonists of human apelin receptor APJ, primary screen, CHO-K1 cells, PathHunter beta-arrestin, luminescence; 0% DMSO wells, 100% apelin; activation, % at 20 µM; 330,000 tested, 0.11% active;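 active means activation more than six SD over the plate average, tested at 20 µM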;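 further: 0% = DMSO alone and 100% = apelin-13 at 10 nM; some results filed as inactive read as strong as hits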
# Target sequence (P35414 whole entry, looked up): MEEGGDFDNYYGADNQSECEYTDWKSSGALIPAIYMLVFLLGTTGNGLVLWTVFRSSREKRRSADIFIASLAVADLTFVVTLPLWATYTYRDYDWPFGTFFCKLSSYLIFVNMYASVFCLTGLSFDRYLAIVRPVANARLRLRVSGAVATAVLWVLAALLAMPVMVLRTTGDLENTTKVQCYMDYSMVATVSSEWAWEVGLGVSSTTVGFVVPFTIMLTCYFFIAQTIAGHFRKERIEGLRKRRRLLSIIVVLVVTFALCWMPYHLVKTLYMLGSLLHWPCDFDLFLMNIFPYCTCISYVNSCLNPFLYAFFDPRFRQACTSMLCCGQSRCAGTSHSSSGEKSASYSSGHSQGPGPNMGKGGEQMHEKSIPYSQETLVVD
#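 Incubation: overnight seeding, 90 min compound at 25 °C, 1 h detection; test system: PathHunter CHO-K1 APJ (AGTRL-1) beta-arrestin reporter cells; amount: 1000 cells/well; doses: one dose, 20 µM compound, 1% DMSO; measured by: beta-gal luminescence; measure: agonist-driven arrestin binding to APJ; benchmarks: negative DMSO alone, positive Apelin-13 at 10 nM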
# tim10-1 inh: growth inhibitors of tim10-1 mutant yeast, primary screen, luminescence, uHTS; S. cerevisiae tim10-1 ts strain growth, BacTiter-Glo, 24 h; inhibition, % at 20 µM; 330,000 tested, 2.2% active; AID 463190, 2010;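 active means inhibition of at least 40%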;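 further: mutant grown at 25 °C; 0% = DMSO wells with yeast and 100% = wells holding no yeast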
# NALP3 yeast inh: NALP3 inflammasome inhibitors in reconstituted yeast, primary screen, luminescence, uHTS; Yeast reconstituted NLRP3/ASC/caspase-1, beta-gal luminescence, 24 h; inhibition, % at 10 µM; 330,000 tested, 0.39% active; AID 2825, 2010;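 active means inhibition of 50% or more; inactive means inhibition below 50%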;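 further: plate controls were induced DMSO wells for no effect and uninduced yeast grown without galactose for full effect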
# tim23-1 inh: growth inhibitors of tim23-1 mutant yeast, primary screen, luminescence, uHTS; S. cerevisiae tim23-1 growth, BacTiter-Glo luminescence, 24 h; inhibition, % at 20 µM; 330,000 tested, 1.3% active;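 active means growth inhibition of the mutant yeast at or above 50%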;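 further: temperature-sensitive mutant grown at 25 °C; plate controls were DMSO-treated mutant yeast for no effect and medium wells lacking yeast for full effect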
# TIM10 inh: growth inhibitors of isogenic TIM10 control yeast, primary screen, counter-screen for tim10-1 yeast inhibitor project, luminescence, uHTS | S. cerevisiae TIM10 strain growth, BacTiter-Glo luminescence, 24 h | inhibition, % at 10 µM | 330,000 tested, 1.4% active | AID 463195, 2010;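 active means inhibition of 40% or more at the single tested concentration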;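 further: wild-type TIM10 isogenic control strain grown at permissive 25 °C; 0% = DMSO yeast wells and 100% = minimal medium wells without yeast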
# Mdm2 MdmX PPI: inhibitors of human Mdm2-MdmX association, primary screen, cell-based, luminescence, split luciferase, SaOS-2, uHTS; inhibition, % at 8 µM; Protein Mdm4 (Homo sapiens) + E3 ubiquitin-protein ligase Mdm2 (Homo sapiens), …; SaOS-2 split-luciferase Mdm2/MdmX complementation; AID 485346, 2010; 330,000 tested, 3% active;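 active means inhibition of at least 50% at 8 µM in the primary screen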
# UPR CHOP act: activators of apoptotic CHOP UPR arm, primary screen, cell-based, CHO-CHOP luciferase reporter, luminescence, uHTS | UPR activation; percent of tunicamycin response over DMSO baseline | activation, % at 10 µM | 330,000 tested, 0.34% active | AID 449763, 2010;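 active means at 10 µM dose, activation of 40% or more, normalized to positive control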;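 further: 100% = tunicamycin at 10 µg/mL and 0% = DMSO alone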
#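 assay system = CHO CHOP reporter cells | amount = 500 CHO-CHOP cells per well | buffer or medium = F12 with 10% FBS | incubation = 16-18 h cell attachment, then 6 h compound exposure, 37 °C | detection = luminescence read with Steady-Glo | read-out = percent activation relative to tunicamycin control | controls = tunicamycin high control, DMSO low control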
# UPR XBP1 act: activators of adaptive XBP1 UPR arm, primary screen, cell-based, CHO-XBP1 luciferase reporter, luminescence, uHTS; IRE1-XBP1 UPR activation; percent of tunicamycin response, DMSO as zero; activation, % at 20 µM; 330,000 tested, 0.33% active; AID 463104, 2010;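 active means versus positive control, 20 µM dose yields 30% or more activation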;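 further: 100% = tunicamycin at 10 µg/mL and 0% = DMSO only wells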
#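 Material: CHO cell line with stable XBP1 luciferase reporter; buffer or medium: F12 medium containing 10% fetal bovine serum; compound: single point, 20 µM final compound, 1% DMSO; incubation: 6 h treatment, 37 °C; measured by: glow luminescence from Steady-Glo reagent; evaluation: activation, % of tunicamycin; control set: tunicamycin high, DMSO low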
# Starred values were filed as active, the others as inactive; nt = not tested or not shown.
SMILES,NR3A LBD binder,APJ ag,tim10-1 inh,NALP3 yeast inh,tim23-1 inh,TIM10 inh,Mdm2 MdmX PPI,UPR CHOP act,UPR XBP1 act
CCCCNC(=O)CN(c1ccc(Cl)c(Cl)c1)S(C)(=O)=O,0,-4,18,-5,3,-1,-18,0.2,-1
CC(=O)N1CC[n+]2c(-c3ccc(Cl)cc3Cl)csc21,3,0,23,14,-2,11,-16,-1.1,3
Cc1ccc(-n2[nH]c(C)c(C=Nc3ccc4[nH]c(=O)[nH]c4c3)c2=O)cc1C,16*,0,-1,11,13,-2,18,1.9,-1
CC(Nc1nc(-c2ccc3c(c2)NC(=O)CO3)cs1)c1ccccc1 (stereo unspecified),-5,0,37,29,39,26,6,3.1,0
C=CCn1c(-c2cccn(Cc3ccccc3)c2=O)n[nH]c1=S,8,-5,6,16,3,-3,22,-0.8,3
CC1=C(C)CC(C(=O)c2ccccc2)C(C(=O)O)C1 (stereo unspecified),-6,0,3,8,-5,0,19,-1.6,-3
CC1CCc2c(nc3ncnn3c2N2CCN(c3ccccc3F)CC2)C1 (stereo unspecified),3,-1,15,16,7,24,5,1.0,-1
Cc1ccc(NC=C(S(=O)(=O)c2ccccc2)S(=O)(=O)c2ccccc2)c(C)c1,-1,-3,5,23,-2,10,26,-1.8,1
COc1ccc(CN2C(=O)CC(Cc3cc(C)cc(C)c3)C2=O)cc1OC (stereo unspecified),-8,-1,20,12,27,8,16,1.1,-2
CCCN1CCN(C(=O)c2oc3c(Cl)cccc3c2C)CC1,-3,-2,-18,12,1,5,4,1.3,4
COc1ccc(N2CCN(CCC(O)c3ccc4ccccc4c3)CC2)cc1 (stereo unspecified),1,-3,-27,28,-22,-67,3,-2.2,9
CN(Cc1cccs1)C(=O)/C=C/c1ccccc1[N+](=O)[O-],-1,1,28,17,25,-4,24,1.0,0
CN(C)CCCCOc1ccccc1F,-1,-3,2,0,2,0,-3,0.3,0
Cc1ccc(C)n1NC(=O)c1cccs1,-1,-1,3,6,0,3,3,4.7,3
CCn1ncc(/C=N\NC(=O)c2ccc3c(c2)c(C)c(C)n3Cc2ccccc2)c1C,-5,1,18,5,7,3,28,-1.0,-2
COC(=O)c1[nH]c2ccc(Cl)cc2c1NC(=O)CN1CCc2cc(OC)c(OC)cc2C1,0,0,19,27,26,14,42,-3.7,-7
O=C1CN(C(=O)c2cc([N+](=O)[O-])ccc2Cl)C(c2ccc(F)cc2)c2cc(F)ccc2N1 (stereo unspecified),1,-1,18,13,18,11,29,-0.2,-1
COc1cc(C2NC(=O)C(C#N)=C(S)N2c2ccc(C)cc2)ccc1OC(C)C (stereo unspecified),-3,-1,12,13,13,11,-5,-0.3,-2
COc1cc(NC(=O)c2csc(-c3ccncc3)n2)cc(C(=O)Nc2cccc(C(F)(F)F)c2)c1,-1,8,12,26,12,-1,50,4.8,0
Cc1nn2c(=O)c3c4c(sc3nc2n1-c1ccccc1)COC(C)(C)C4,-2,-5,9,-4,5,-8,15,-2.6,-2
O=C(CNCc1ccc(Cl)cc1)Nc1ccc2c(c1)OCCO2,-1,-3,12,28,-3,16,14,0.0,4
Cc1cc(NC(=O)CCC(=O)N(CC(=O)NC2CCCC2)Cc2ccc(F)cc2)no1,-2,-1,8,13,8,-7,3,0.3,4
CC1(C)Cc2c(sc3[nH]c(=S)[nH]c(=O)c23)CO1,-2,0,-4,-1,19,1,30,2.4,-2
CN(C)/C=C/C(=O)c1cnc(-c2ccccc2Cl)s1,-5,-3,-10,19,-1,12,-77,2.7,-1
CC(C)(C)OC(=O)COc1cc(OCC(=O)OC(C)(C)C)c2c(=O)cc(-c3ccccc3)oc2c1,2,-5,27,10,34,14,32,6.2,21
SMILES,NR3A LBD binder,APJ ag,tim10-1 inh,NALP3 yeast inh,tim23-1 inh,TIM10 inh,Mdm2 MdmX PPI,UPR CHOP act,UPR XBP1 act
CCn1c(COc2ccccc2C)nnc1SCC(=O)NC1CCCC1,0,-2,-23,9,11,-13,18,-1.1,-3
O=c1oc2ccc(C#CC3(O)CCCCC3)cc2cc1-n1cc(-c2ccsc2)nn1,-4,0,2,-17,-3,-9,14,-1.5,-4
Cn1cccc1C(=O)NC(=O)COC(=O)CNS(=O)(=O)c1ccc(Br)cc1,0,-2,2,14,6,1,8,0.6,-4
Nc1nc(N)c2nc(CNc3ccc(C(=O)NC(CCC(=O)O)C(=O)O)cc3)cnc2n1 (stereo unspecified),nt,3,-17,8,2,4,19,0.1,-7
CCc1[nH]nc2c1C1(CCN(C(=O)OCc3ccccc3)CC1)C(C#N)=C(N)O2,-1,14,13,-6,26,-6,-11,1.0,0
CCCc1cc(C(=O)Nc2cccc(Cl)c2C)no1,1,0,-7,22,16,-4,-39,6.8,3
Cc1cc(Br)ccc1SCC(=O)OCC(=O)c1c(N)n(C)c(=O)n(C)c1=O,0,-2,4,-7,15,10,22,0.1,-1
COc1ccccc1-c1ccc(SCC(=O)Nc2cc(C)on2)nn1,1,1,4,19,2,-12,0,1.5,-2
Fc1ccc(NCc2cccnc2)cc1F,-18,3,2,25,-5,9,16,-0.5,-2
CN(C)CCNS(=O)(=O)c1ccc(N2CCN(c3ccc(F)cc3)CC2)c([N+](=O)[O-])c1,0,0,3,-3,11,0,43,-1.5,-1
COC(=O)Nc1ccc(S(=O)(=O)N2CCC(C(=O)N3CCC(C)CC3)CC2)cc1,0,-2,8,2,16,2,20,0.0,-2
O=C(Cc1ccc([N+](=O)[O-])cc1)c1c(O)cc(O)cc1O,9,-8,14,5,25,13,-1,0.2,2
COC(=O)c1cn(NC(=O)C2CCC(C)CC2)c(=O)c2ccccc12 (stereo unspecified),2,-1,2,36,-6,8,-15,0.1,2
COc1ccc(CNC(=O)c2c(C)nc3ccccn23)cc1,0,1,24,8,24,0,11,2.6,4
Cc1ccccc1C(=O)NCC(=O)NNC(=S)NC(=O)c1ccccc1C,-2,-2,25,20,11,7,-15,-0.5,1
O=C(NCC1CCCO1)c1cc2n(n1)C(C(F)(F)F)CC(c1ccc(Br)cc1)N2 (stereo unspecified),-4,-3,29,-5,22,27,13,-0.1,1
Cc1c(NC(=O)c2cc(-c3ccc(F)cc3)on2)c(=O)n(-c2ccccc2)n1C,-1,0,17,17,13,-14,-28,1.3,-6
O=C1OCc2cc(NC(=O)C3COc4ccccc4O3)ccc21 (stereo unspecified),-3,-3,12,10,15,14,-27,2.2,3
CC1CCN(C(=O)Cn2cc(C(=O)c3ccco3)c3ccccc32)CC1,-1,-2,8,10,7,-8,6,-2.3,-2
CC(/C=C/c1ccco1)=N/NC(=O)CNc1ccccc1C,-1,-4,20,-1,15,0,-23,0.3,2
O=c1[nH]c2ccc(Cl)cc2c(-c2ccccc2)c1CN1CCOCC1,0,-2,8,16,-1,6,25,-0.2,-1
COc1ccc(CNC(=O)c2[nH]c(C)c(C(C)=O)c2C)cc1,-2,1,-5,11,4,3,19,2.1,-2
Cc1ccc(-c2nnc(Oc3cccc(C)c3)c3ccccc23)cc1,-5,-1,34,10,23,19,11,4.9,0
O=C(NCCN1Cc2ccccc2C1=O)c1cccs1,-2,-8,2,17,7,-9,-3,2.5,1
CCOC(=O)c1sc(NC(=O)c2ccc(C)o2)nc1C,-1,-9,15,21,39,12,-69,1.3,1

# A different layout for some results above.
COc1ccccc1-c1ccc(SCC(=O)Nc2cc(C)on2)nn1
  NR3A LBD binder: 1; APJ ag: 1; tim10-1 inh: 4; NALP3 yeast inh: 19; tim23-1 inh: 2; TIM10 inh: -12; Mdm2 MdmX PPI: 0; UPR CHOP act: 1.5; UPR XBP1 act: -2
Fc1ccc(NCc2cccnc2)cc1F
  NR3A LBD binder: -18; APJ ag: 3; tim10-1 inh: 2; NALP3 yeast inh: 25; tim23-1 inh: -5; TIM10 inh: 9; Mdm2 MdmX PPI: 16; UPR CHOP act: -0.5; UPR XBP1 act: -2
CN(C)CCNS(=O)(=O)c1ccc(N2CCN(c3ccc(F)cc3)CC2)c([N+](=O)[O-])c1
  NR3A LBD binder: 0; APJ ag: 0; tim10-1 inh: 3; NALP3 yeast inh: -3; tim23-1 inh: 11; TIM10 inh: 0; Mdm2 MdmX PPI: 43; UPR CHOP act: -1.5; UPR XBP1 act: -1

# Next section
SMILES,NR3A LBD binder,APJ ag,tim10-1 inh,NALP3 yeast inh,tim23-1 inh,TIM10 inh,Mdm2 MdmX PPI,UPR CHOP act,UPR XBP1 act
Cc1nnc(N(C)C(=O)c2cnccn2)s1,0,-2,4,6,9,10,0,-0.9,0
O=C(O)c1ccccc1Nc1cccc(OCc2ccc3ccccc3n2)c1,-19,-6,10,15,14,7,17,2.2,-9
COc1ccccc1CNC(=O)c1ccccc1SCC(=O)NCc1ccco1,3,-1,4,10,17,7,3,0.1,-4
CCOC(=O)C1CCN(C(=O)c2ccc3c(c2)OCCO3)CC1,0,-4,5,9,6,0,15,1.1,0
Cc1ccccc1C(=O)c1cccn1CC(=O)NCCCc1ccccc1,-1,-2,14,9,32,-5,3,-2.3,-6
CCN1CCN(S(=O)(=O)c2c(C)[nH]c(C)c2C(=O)N2CCCCC2)CC1,1,5,-12,3,-10,1,-16,-0.1,-2
CC(NC(=O)c1cccnc1)C(c1cccs1)N1CCN(c2ccccc2F)CC1 (stereo unspecified),-1,-1,8,8,23,16,-7,0.8,0
Cc1ccc(S(=O)(=O)n2ccc(OC(=O)c3cccs3)n2)cc1,4,-1,39,12,58*,32,10,-0.4,-2
CC(C)Nc1cc(N2CCCC2)ccc1[N+](=O)[O-],1,1,-1,40,-7,4,21,-0.7,-1
CCc1cccc2c1NC(=O)C21N2CCCC2C(C(=O)c2ccc3ccccc3c2)C12C(=O)Nc1ccccc12 (stereo unspecified),7,-4,65*,20,51*,69*,32,18,4
COc1cc(/C=C2\SC(=S)N(NC(=O)c3ccc(O)c(OC)c3)C2=O)ccc1O,-5,-10,-4,14,6,16,6,2.4,0
COc1ccc(-n2c(SCC(=O)O)nc3sc4c(c3c2=O)CCC4)cc1,-3,2,2,4,11,-9,15,-1.0,-1
O=C(N/N=C/c1cccc(O)c1)NC1CCCCC1,-2,0,18,14,2,-1,-5,4.2,0
N/C(CCS(=O)(=O)c1ccc(Cl)cc1)=N\OC(=O)c1ccccc1Cl,0,7,62*,20,42,51*,92*,4.1,-1
COc1cccc(NC(=O)Cn2cc(C=O)c3ccccc32)c1,-2,1,-22,15,-9,-3,-15,-1.8,-5
COc1ccc(C(=O)N/C(=C\c2cn(C)c3ccccc23)C(=O)OCCN(C)C)cc1,2,-3,-27,33,18,-14,21,1.3,-2
CCOC(=O)c1c(C)[nH]c(C)c1C(=O)COC(=O)c1cccnc1SC,0,-2,19,18,23,7,8,-0.2,2
